MRP1 act = H69AR viability gain despite doxorubicin, primary screen, MRP-1 activator project, H69AR cells, CellTiter-Glo; viability rescue; viability increase, % at 10 µM; 140,000 tested, 0.61% active;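 active = viability gain under doxorubicin at or above a set limit, the compound median plus 3 SD, cut at about 4.7% in these data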;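 also: MRP-1 overexpressing cells given doxorubicin 25 µM after compound pretreatment; 18-22 h compound pretreatment then 72 h with doxorubicin before readout; 0% = doxorubicin-only wells and 100% = vehicle-treated cells without doxorubicin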
NPY-Y2 antag = NPY-Y2 receptor antagonists, primary screen, cell-based | Neuropeptide Y receptor type 2 (Homo sapiens), P49146 | NPY-Y2 expressing cells, antagonist mode | inhibition, % at 2.7 µM | 140,000 tested, 0.99% active | AID 793, 2007; in the data active = inhibition above about 17%;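 also: 0% = vehicle with agonist challenge and 100% = reference antagonist with challenge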
Target sequence (P49146 whole entry, looked up): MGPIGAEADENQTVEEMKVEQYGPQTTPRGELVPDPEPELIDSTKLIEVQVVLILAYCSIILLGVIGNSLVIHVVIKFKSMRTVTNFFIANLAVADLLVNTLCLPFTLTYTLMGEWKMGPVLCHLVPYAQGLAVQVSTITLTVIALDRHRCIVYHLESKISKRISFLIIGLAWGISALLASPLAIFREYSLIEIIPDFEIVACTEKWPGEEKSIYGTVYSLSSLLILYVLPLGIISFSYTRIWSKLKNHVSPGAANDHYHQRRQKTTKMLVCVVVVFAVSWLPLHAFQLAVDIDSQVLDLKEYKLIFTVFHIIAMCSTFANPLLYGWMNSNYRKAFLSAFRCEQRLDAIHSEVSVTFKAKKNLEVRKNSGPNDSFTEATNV
Measles CPE = compounds protecting cells from measles virus cytopathic effect, primary screen, measles RdRp inhibitor project, single point, MLSMR library, absorbance; 140,000 tested, 1.5% active; protection (pct of control), % at 4 µM; Measles virus-infected cells, CPE protection; in the data active = protection mostly above about 24%, no sharp cut-off; inactive = mostly below about 26%; also: some compounds called inactive have numbers as strong as hits
bCat KO growth = primary screen for growth suppressors in beta-catenin knockout HCT116 cells (colon tumor, human); HCT116 beta-catenin knockout viability, CellTiter-Glo, 60 h; hits give low values; viability, % at 10 µM; 140,000 tested, 1.5% active; AID 818, 2007;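 active = viability at or under a set limit, the compound median less 4 SD, cut at about 6% in these data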;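 also: 0% = Hyamine 1622 control at 20 µM and 100% = untreated cell control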
Phagocyt inh = inhibitors of macrophage phagocytosis, primary screen, imaging, J774A.1 cells, IgG beads; AID 1029, 2008; 110,000 tested, 0.07% active; J774A.1 macrophage IgG-bead phagocytosis; inhibition, % at 5 µM;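 active = inhibition above the mean of the plate negative controls plus 5 SD, cut at about 13% in these data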;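 also: phagocytic index as fraction of beads internalized from green versus red external bead signal; plate controls were DMSO negative control for no effect and cytochalasin-D positive control for full effect; some results beyond the cut were filed as inactive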
Yeast growth inh = growth inhibitors of yeast BB579 in restrictive medium, primary screen, yeast lifespan-shortening project, S. cerevisiae; OD615, 48 h; inhibition, % at 10 µM; 140,000 tested, 0.51% active;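 active = inhibition above a set limit, 3 SD over the mean compound inhibition, cut at about 44% in these data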; also: inactives centre near -24
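test system = yeast BB579 (DeaD) | buffer or medium = restrictive CSMM-D medium | doses = single compound dose of 10 µM, 0.25% DMSO final | times = 4 h preincubation and 48 h exposure at 30 °C | technique = culture absorbance at 615 nm | benchmarks = amphotericin B 10 µg/mL, positive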
PTEN del growth = growth suppression of PTEN-null HCT116, primary screen, cell-based, CellTiter-Glo | HCT116 PTEN-null viability, 60 h; hits give low values | viability, % at 10 µM | 140,000 tested, 1.2% active;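 active = viability at or below a set limit, 4 SD under the median of all tested compounds, cut at about 3.7% in these data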;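 also: PTEN knockout HCT116 line with beta catenin targeted HCT116 as companion control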
Yeast life ext = compounds extending yeast replicative lifespan, primary screen, S. cerevisiae, OD615; S. cerevisiae growth with nicotinamide; deaD strain in restrictive glucose medium; inhibition of the nicotinamide effect, % at 10 µM; 130,000 tested, 0.68% active;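 active = inhibition above a set limit, placed 3 SD over the median of all compounds, cut at about 26% in these data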;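 also: 0% = nicotinamide-treated wells and 100% = cells grown without nicotinamide; some compounds called inactive have numbers as strong as hits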
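Assay system: engineered S. cerevisiae DeaD replicative-lifespan strain, galactose-grown log-phase cells; Buffer or medium: CSMM-D glucose medium, restrictive; Probe or stimulus: nicotinamide 1.5 mM; Compound: single dose 10 µM compound, 0.25% DMSO; Schedule: 4 h preincubation then 48 h treatment at 30 °C; Technique: OD615 measurement.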
GALR2 blocker = GALR2 antagonists in receptor-expressing cells, primary screen | 140,000 tested, 0.39% active | inhibition, % at 4 µM | Galanin receptor type 2 (Homo sapiens), O43603 | antagonist mode | AID 828, 2007; in the data active = inhibition above about 27%;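 also: cells stimulated with galanin 1-16 at roughly its EC80; 0% = agonist challenge control and 100% = basal control without agonist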
Target sequence (O43603 whole entry, looked up): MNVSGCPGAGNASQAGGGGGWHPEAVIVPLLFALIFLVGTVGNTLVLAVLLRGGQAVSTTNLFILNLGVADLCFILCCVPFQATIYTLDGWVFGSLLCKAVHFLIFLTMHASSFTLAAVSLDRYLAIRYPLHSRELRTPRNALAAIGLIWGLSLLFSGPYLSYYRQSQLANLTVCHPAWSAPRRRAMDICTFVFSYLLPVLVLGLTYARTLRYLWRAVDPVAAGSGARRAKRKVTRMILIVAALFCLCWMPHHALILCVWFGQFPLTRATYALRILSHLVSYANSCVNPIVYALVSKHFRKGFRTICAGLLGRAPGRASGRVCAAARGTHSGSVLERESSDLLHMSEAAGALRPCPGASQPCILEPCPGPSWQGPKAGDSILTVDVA
E-sel TNF inh = E-selectin induction blockers in HUVEC – imaging, immunofluorescence, high content, primary screen | inhibition, % at 2 µM | 120,000 tested, 0.71% active | AID 1246, 2008 | HUVEC TNFa-induced E-selectin immunofluorescence;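 active = inhibition above the batch mean plus 3 SD, and confirmed as a hit on visual image review, cut at about 43% in these data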;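 also: 0% = TNF-stimulated DMSO wells and 100% = unstimulated control wells; not every result past the cut was called active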
* = called active by the depositor; x = no result given; [ ] = dose if it differs, or a comment.

SMILES | MRP1 act | NPY-Y2 antag | Measles CPE | bCat KO growth | Phagocyt inh | Yeast growth inh | PTEN del growth | Yeast life ext | GALR2 blocker | E-sel TNF inh
CC1=C(Sc2nc3ccccc3[nH]2)C(=O)NC(C)(C)C1 | -0.2 | 2 | 35 | 92 | 0 | -52 | 109 | 0 | -2 | -22
Nc1cccc(-c2nc3ccccc3[nH]2)c1 | -1.4 | 3 | 6 | 84 | x | -23 | 93 | -4 | 7 | 0
Cc1cccc(N2CCN(C(=O)C(NS(=O)(=O)c3cccs3)c3ccccc3)CC2)c1C (configuration not stated) | -1.6 | 1 | 10 | 54 | -1 | -22 | 59 | -2 | 4 | 0
COc1cc(Br)cc2cc(C(=O)N3CCCCC3C)c(=O)oc12 (configuration not stated) | -0.8 | 2 | 9 | 92 | 0 | -41 | 98 | -4 | 11 | 16
COC(=O)c1ccc(Cn2cnc3c(cnn3-c3ccc(C)c(C)c3)c2=O)o1 | -1.1 | 17 | 18 | 83 | x | -13 | 92 | x | 10 | 1
CC(=O)SC(C[N+](=O)[O-])c1cn(C(C)=O)c2ccccc12 (configuration not stated) | -4.3 | -1 | 4 | 75 | 11 | 6 | 89 | 17 | 35* | -19
O=C(/C=C/c1cccs1)Nc1ccc(N2CCOCC2)c(S(=O)(=O)Nc2ccccc2Cl)c1 | -2.0 | 0 | 9 | 58 | -5 | -14 | 60 | 3 | 13 | 2
CCCOc1cccc(CN2CCCCC2c2cccnc2)c1 (configuration not stated) | -0.2 | 3 | 11 | 78 | -1 | -36 | 76 | -3 | -7 | 0
COc1cc(C2C3=C(CC(C)(C)CC3=O)OC(N)=C2[N+](=O)[O-])ccc1O (configuration not stated) | -1.2 | 0 | 15 | 91 | -12 | -14 | 88 | -5 | 10 | x
O=c1[nH]c(NCCO)nc2c1C1(CCCCC1)Cc1ccccc1-2 | -3.5 | 2 | 5 | 81 | -1 | -40 | 72 | -5 | 7 | 2
N=C1/C(=C/c2cccn2-c2ccc([N+](=O)[O-])cc2)C(=O)N=C2SC=CN12 | -2.0 | -1 | 6 | 65 | 4 | -26 | 56 | -6 | 0 | x
CC(=O)Nc1sc2c(c1CN1CCN(C)CC1)CCCC2 | -0.8 | 7 | 24 | 90 | x | -17 | 82 | -2 | -2 | -20
COc1ccc(-c2noc(CCCC(=O)O)n2)cc1 | 0.2 | 2 | 22 | 100 | 3 | -27 | 105 | -6 | 6 | -11
COc1ccc(NC(=O)C2CCCCN2CC(=O)OCc2ccccc2)cc1OC (configuration not stated) | -0.3 | 2 | 2 | 105 | -1 | -3 | 97 | -15 | -3 | x
COC(=O)c1cc(Cl)c(NC(=O)/C=C/c2ccc(Cl)cc2)cc1OC | -3.1 | 7 | 6 | 61 | 0 | -20 | 72 | -6 | -2 | -16
COc1ccc2c(CC(=O)NCC3CCC(C(=O)O)CC3)cc(=O)oc2c1 (configuration not stated) | -1.7 | 3 | 19 | 80 | x | -9 | 85 | -22 | 5 | -22
Cc1ccc2cc(CN(Cc3cccs3)Cc3nnnn3CC3CCCO3)c(=O)[nH]c2c1C (configuration not stated) | -3.5 | 3 | 12 | 82 | 2 | -42 | 72 | -5 | 11 | 2
CCN1CCN(CC(=O)Nc2nc3ccc(OC)cc3s2)CC1 | -2.7 | 2 | 25 | 90 | 0 | -23 | 86 | -6 | -8 | -11
COc1ccc(Nc2nccc(OC)c2C#N)cc1 | -2.8 | 0 | 5 | 84 | 2 | -18 | 85 | -5 | 3 | 24
COc1cccc(C(=O)COc2ccccc2N2C(=O)C3C4C=CC(C4)C3C2=O)c1 (configuration not stated) | -1.4 | 0 | 1 | 95 | -6 | -37 | 93 | -4 | -5 | x
COC(=O)CC1C(C(=O)OC)ON2OC(C(=O)OC)C(C(=O)OC)C12 (configuration not stated) | -1.6 | 3 | 5 | 88 | 0 | -18 | 98 | 1 | -6 | -2
Cc1cccc(OCCCCc2c(C)n[nH]c2C)c1 | 1.5 | 9 | 5 | 86 | 0 | -31 | 89 | -7 | -6 | 6
COCCn1c(SCC(=O)Nc2cc(C)nn2-c2ccccc2)nnc1-c1ccncc1 | -0.7 | 3 | x | 93 | -16 | -27 | 102 | 2 | 19 | x
O=C(Nc1ccc(S(=O)(=O)Nc2nccc(C3Cc4ccccc4C(=O)O3)n2)cc1)c1ccccc1 (configuration not stated) | -3.3 | -2 | 3 | 90 | -2 | -14 | 90 | -7 | 3 | -11
c1ccc(-c2nnc3n2N=C(c2ccc4c(c2)OCO4)CS3)nc1 | -0.7 | 2 | 17 | 100 | 0 | -55 | 106 | -3 | 5 | x

Among those listed so far, these contain a nitro group on carbon:
SMILES | MRP1 act | NPY-Y2 antag | Measles CPE | bCat KO growth | Phagocyt inh | Yeast growth inh | PTEN del growth | Yeast life ext | GALR2 blocker | E-sel TNF inh
CC(=O)SC(C[N+](=O)[O-])c1cn(C(C)=O)c2ccccc12 (configuration not stated) | -4.3 | -1 | 4 | 75 | 11 | 6 | 89 | 17 | 35* | -19
COc1cc(C2C3=C(CC(C)(C)CC3=O)OC(N)=C2[N+](=O)[O-])ccc1O (configuration not stated) | -1.2 | 0 | 15 | 91 | -12 | -14 | 88 | -5 | 10 | x
N=C1/C(=C/c2cccn2-c2ccc([N+](=O)[O-])cc2)C(=O)N=C2SC=CN12 | -2.0 | -1 | 6 | 65 | 4 | -26 | 56 | -6 | 0 | x

Next results
SMILES | MRP1 act | NPY-Y2 antag | Measles CPE | bCat KO growth | Phagocyt inh | Yeast growth inh | PTEN del growth | Yeast life ext | GALR2 blocker | E-sel TNF inh
CCOC(=O)c1[nH]c2ccc(OC)cc2c1N=CN(C)C | 0.3 | 0 | 18 | 92 | -3 | 10 | 106 | -5 | 9 | x
CCN(CC)CCCn1c(=S)[nH]c2cc(Cl)ccc2c1=O | -3.7 | 5 | 5 | 89 | x | 27 | 89 | -2 | 6 | -46
Cn1cnnc1SCC(=O)NN(c1ccccc1)c1ccccc1 | -0.3 | 3 | 18 | 92 | 27*[artifact] | -15 | 90 | 2 | 10 | x
Cc1cccc(N2CCN(C3=NC(=O)/C(=C\c4cn[nH]c4-c4ccccc4)S3)CC2)c1 | -4.2 | 9 | 3 | 78 | -9 | 5 | 85 | -2 | -4 | x
O=C(CCCN1C(=O)c2ccccc2C1=O)NCCN1C(=O)S/C(=C\c2cccs2)C1=O | 0.3 | 2 | 18 | 105 | 1 | 6 | 99 | -2 | 12 | 1
NC(=O)CSc1nnc(-c2ccc(S(=O)(=O)N3CCOCC3)cc2)n1Cc1ccccc1 | -0.2 | -3 | 34 | 109 | 0 | -32 | 101 | -7 | -3 | x
CCc1nc(SCC(=O)Nc2nnc(CC)s2)c2c(C)c(C)sc2n1 | -0.5 | 0 | 29 | 102 | -2 | -8 | 109 | -10 | 9 | x
O=C(CSCC(=O)OCC(=O)c1ccc(Br)cc1)Nc1ccc(Br)cc1 | -2.3 | 2 | 6 | 87 | x | -27 | 91 | -5 | -6 | -49
CC(C)(C)n1nc2c(c1NC(=O)c1ccc(S(=O)(=O)N3CCCC3)cc1)CS(=O)C2 (configuration not stated) | 0.1 | 1 | 1 | 105 | 0 | 0 | 109 | -10 | 1 | x
COc1ccccc1C(=O)Nc1nc(-c2cccs2)c(NC(C)=O)s1 | 1.1 | 3 | 8 | 97 | 1 | -40 | 107 | -9 | 5 | -15
O/C(=C\Sc1nnc(Cc2ccccc2)o1)c1ccc(Br)cc1 | -0.8 | 3 | 21 | 93 | 0 | -38 | 90 | 2 | -8 | x
Cc1ccc(CN2C(=O)CCC2C(=O)NCCCN2CCCCC2C)cc1 (configuration not stated) | 0.0 | -1 | 6 | 95 | x | -11 | 94 | -6 | 11 | x
O=C(CN1CCN(C(=O)N2CCCCC2)CC1)Nc1ccc(F)cc1 | -0.8 | -1 | 11 | 93 | 0 | -30 | 96 | -18 | 1 | -18
NS(=O)(=O)c1ccc(-n2nncc2C23CC4CC(CC(C4)C2)C3)cc1 | -2.4 | -2 | 4 | 93 | 0 | -2 | 88 | -9 | 0 | x
CCCCN(C(=O)c1ccc(Cl)cc1)C1CC2CCC(C1)N2C (configuration not stated) | -2.9 | 1 | 6 | 94 | 0 | -12 | 92 | 0 | -3 | x
NC(=O)CC(c1ccccc1)c1ccco1 (configuration not stated) | -0.8 | 0 | 11 | 95 | x | -20 | 101 | -11 | 2 | 9
CCC/C(O)=C1\C(=O)CCCC1=NC(C)C(=O)O (configuration not stated) | 0.9 | 1 | 22 | 106 | -1 | -52 | 100 | -1 | 4 | 15
O=C(c1cnc2n(c1=O)CCS2)N(c1ccccc1)C1CCCCC1 | -3.2 | 1 | 3 | 84 | x | -39 | 87 | 5 | -5 | x
C(=C\c1ccccc1)/CN1CCN(c2ncnc3c2oc2ccccc23)CC1 | -0.9 | 14 | 4 | 11 | -1 | -45 | 20 | -7 | 6 | x
CCn1c(SCC(=O)N/N=C/C=C\c2ccco2)nc2ccccc21 | -1.8 | 5 | 9 | 74 | 3 | -47 | 78 | -5 | 12 | x
CC1CCCCN1S(=O)(=O)c1ccc(N(C(=O)c2cnccn2)C(C(=O)NC2CCCC2)c2cccs2)cc1 (configuration not stated) | -2.8 | 1 | 6 | 87 | -8 | 5 | 84 | -2 | -13 | 11
CN(C)C(=O)N1CCC(C(=O)NCc2ccccc2Cl)CC1 | -3.7 | -2 | 4 | 110 | 0 | -8 | 108 | -12 | 5 | x
O=C(COC(=O)C1CC(=O)N(Cc2ccccc2)C1)c1ccc(Br)cc1 (configuration not stated) | -2.3 | 3 | 13 | 92 | -4 | -17 | 92 | -1 | -8 | 5
CC(=O)c1ccc(OC(C)C)c(CC(C(N)=O)C(N)=O)c1 | -0.9 | 0 | 6 | 84 | -1 | -30 | 92 | -9 | 12 | 8
O=C1c2ccccc2C(=O)N1CCC1=CCCCC1 | -0.7 | 10 | 20 | 89 | -1 | -40 | 98 | -12 | 0 | 6
CC1CC(C)CN(C(=O)CSCC(=O)Nc2nc(-c3cccs3)cs2)C1 (configuration not stated) | -1.3 | 6 | 7 | 84 | 0 | -66 | 82 | -8 | 4 | -20
Cc1csc(SCC(=O)NC(=O)NCc2ccccc2)n1 | -0.9 | 3 | 25 | 95 | 1 | -14 | 108 | -15 | -14 | 23
O=[N+]([O-])c1ccc(Sc2n[nH]c(-c3ccc(Cl)cc3Cl)n2)nc1 | -2.5 | 3 | 10 | 85 | 0 | -17 | 92 | -3 | -1 | -4
CN(C)S(=O)(=O)NCc1ccc2c(c1)OCO2 | 0.5 | 6 | 14 | 89 | -1 | -52 | 97 | -7 | -10 | -5
NC(=O)C1CCN(C(=O)CSc2nc3ccccc3o2)CC1 | 0.9 | 0 | 3 | 98 | 0 | -37 | 99 | -8 | 16 | -29

Bioassay records as filed in PubChem BioAssay.
